Bioassay records deposited in PubChem BioAssay by National Center for Advancing Translational Sciences (NCATS).
aGlu spleen mod: lysosomal alpha-glucosidase (human) modulation; P10253; human spleen homogenate, 4-MU-alpha-glucoside fluorescence; Potency, µM (titrated, usually from 79.9 µM), for the others: at the highest dose activity change, negative = inhibition, usual class: inhibitors; 240,000 tested, 0.006% active;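 further: potency means the concentration at half of the fitted maximal effect; 0% = enzyme with vehicle and -100% = no enzyme basal signal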
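Enzyme source: human spleen homogenate, 1 ug/well. Buffer 50 mM citric acid/K phosphate pH 5.0, 0.01% Tween-20. 4-MU-alpha-glucoside 1 mM; 37 C x 40 min; NaOH/glycine stop; fluorescence.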
GAA inhib: blocks human lysosomal alpha-glucosidase. P10253. purified human GAA, 4-MU-alpha-glucoside fluorescence. Potency, µM (highest dose often 76.9 µM), inactives show top-dose activity change, negative = inhibition, usual class: inhibitors. 200,000 tested, 0.005% active. AID 1466;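 further: potency means the concentration at half of the fitted maximal effect; plate controls were uninhibited enzyme wells for no effect and no-enzyme background for full effect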
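Human alpha-glucosidase, 4 nM, pre-mixed with test compounds before 400 uM 4-methylumbelliferyl substrate; 20 min room temperature at pH 5.0. Fluorescence read after pH 10 stop; AC50 values from Hill-equation fits.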
GAA glycogen: inhibitors or activators of human alpha-glucosidase glycogen cleavage; 300,000 tested, 0.38% active; recombinant GAA, glycogen substrate, Amplex Red glucose oxidase fluorescence; AID 2100; Potency, µM (titrated, usually from 76.4 µM), without a hit: at the top dose activity change, negative = inhibition, actives largely listed as inhibitors;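 further: potency means the concentration at half of the fitted maximal effect; 0% = full enzyme reaction and -100% = no-enzyme basal signal; the screen sought inhibitors and activators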
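Recombinant human enzyme (4 nM); glycogen substrate; 37 C, 40 min, pH 5.0. Readout: coupled glucose oxidase/Amplex Red fluorescence.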
HTT ATP protect: protects HTT-Q103 PC12 cells, measured by ATP | PC12 HTT-Q103 induced, cytoprotection, ATP luminescence, 40 h | Potency, µM (titrated, usually from 56.4 µM), inactives show cytoprotection (ATP increase), actives largely listed as activators | 230,000 tested, 0.14% active;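 further: potency means the concentration at half of the fitted maximal effect; % of control where 0% means no effect; nearly all actives have a fitted effect of over 45% in size; toxic huntingtin expression switched on by the ecdysone agonist tebufenozide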
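PC12 cells with ecdysone-inducible HTT exon 1 Q103-GFP, induced with 100 nM tebufenozide and co-treated with library compounds in a dose series (1536-well, 1500 cells/well). Cytoprotection read as ATP content by ATPlite luminescence.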
HttQ103 aggreg: inhibitors of mutant huntingtin aggregate formation in PC12 cells; Potency, µM (top dose mostly 46.1 µM), for inactives: at the top dose activity change, negative = inhibition, hits mostly inhibitors; 220,000 tested, 1.1% active; PC12 HttQ103-GFP aggregates, Acumen cytometry, 40 h; AID 1688; further: potency means the concentration at half of the fitted maximal effect; on the % scale 0 is the no-effect control and ±100 the full control effect; nearly all actives have a fitted effect of over 60% in size
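Steps: seed 1500 PC12 HTTQ103-GFP cells/well; add tebufenozide, 100 nM final; add compound titration; add ATPLite reagent; quantify GFP aggregates by laser scanning cytometry.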
LMNA splice mod: modulators of lamin A splicing; Potency, µM (series often up to 46.1 µM), without a hit: at the highest dose ratio change, negative = inhibition, hits mostly inhibitors; HeLa LMNA splicing GFP/RFP minigene ratio, 48 h; AID 1487; 200,000 tested, 0.01% active; active means well fitted inhibition curve with a large enough effect in the signal ratio, with a control signal flat, not every such curve was filed as active; inconclusive means small, poorly fitted or top-dose-only effect, or effect the other way, or a change in a side signal; the % refers to the signal ratio; further: potency means the concentration at half of the fitted maximal effect; on the % scale 0 is the no-effect control and ±100 the full control effect
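S3 HeLa cells stably expressing lamin A-EGFP splicing minigene plus DsRed2, 600 cells/well, 48 h compound exposure at 37C. Laser-scanning cytometry; analysed as GFP (500-530 nm)/RFP (575-640 nm) total intensity ratio; 0.5% DMSO vehicle.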
CBFb-RUNX1 inh: CBF-beta/RUNX1 interaction disruption; AlphaScreen CBFb-His/RUNX1-biotin binding, biochemical; Potency, µM (top dose mostly 59.8 µM), for the others: at the top dose activity, negative = inhibition, most hits filed as inhibitors; 230,000 tested, under 10 active; AID 1477; further: % of control where 0% means no effect
Target sequence (Q01196 whole entry, looked up): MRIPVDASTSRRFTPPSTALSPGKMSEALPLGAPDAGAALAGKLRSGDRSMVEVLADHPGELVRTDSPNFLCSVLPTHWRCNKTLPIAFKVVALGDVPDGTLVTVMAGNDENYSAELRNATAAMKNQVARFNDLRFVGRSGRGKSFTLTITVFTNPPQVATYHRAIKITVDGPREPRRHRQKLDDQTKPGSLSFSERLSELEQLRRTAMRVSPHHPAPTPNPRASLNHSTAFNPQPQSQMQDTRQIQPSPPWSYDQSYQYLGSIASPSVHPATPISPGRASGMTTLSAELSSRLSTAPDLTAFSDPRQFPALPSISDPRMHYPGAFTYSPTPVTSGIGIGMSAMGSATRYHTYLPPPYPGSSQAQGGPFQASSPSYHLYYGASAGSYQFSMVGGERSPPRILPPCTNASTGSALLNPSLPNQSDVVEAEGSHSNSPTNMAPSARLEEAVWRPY
Target sequence (Q13951 whole entry, looked up): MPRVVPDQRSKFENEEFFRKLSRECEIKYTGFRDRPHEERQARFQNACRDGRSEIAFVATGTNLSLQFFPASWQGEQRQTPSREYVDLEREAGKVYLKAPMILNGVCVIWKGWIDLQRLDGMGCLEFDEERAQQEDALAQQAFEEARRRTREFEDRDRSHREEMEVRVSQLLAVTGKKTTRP
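Bead-based AlphaScreen assay; binding partners His-tagged CBF-beta and biotinylated RUNX1 at 30 nM each. Compound exposure 15 min after a 20-min protein preincubation; bead step 90 min; all steps at room temperature.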
Active calls of the source: *; ? = inconclusive; / = no result given; [ ] = another dose, or the depositor's remark. Unless noted, the call rests on the fitted dose curve; in most records, active means well fitted curve in the direction sought with a large enough effect; inconclusive means small, poorly fitted or top-dose-only effect, or another doubt; inactive means no such curve, though single readings can be large; an effect the other way counts as inactive or inconclusive.

#	smiles	aGlu spleen mod	GAA inhib	GAA glycogen	HTT ATP protect
1	Cc1cnc(NC(=O)Cn2cnc3c2c(=O)n(C)c(=O)n3C)s1	1%	/	0%	28%[10 µM]
2	CCOC(=O)c1cc(C)n(CCc2ccccc2)c1C	3%	0%	-7%	-7%
3	COc1ccc(NC(=O)C(C/C=C(/C)Cl)C(C)=O)cc1 (centres undefined)	-3%	-2%	-11%	18%[10 µM]
4	CC1CCN(c2nc3ccc(C(=O)O)cc3s2)CC1	-7%	-1%	1%	-52%[inhibitor]
5	COc1ccc(Nc2nc(N3CCCC3)nc3ccccc23)c(OC)c1	-10%	-5%	-1%	-87%[inhibitor][0.074 µM]
6	Nc1nc(-c2ccc(Cl)cc2)c(S(=O)(=O)c2ccccc2)s1	/	-8%	-7%	-25%
7	Cc1ccc(NC(=O)C2CCCO2)cc1[N+](=O)[O-] (centres undefined)	-1%	-2%	18%	3%[10 µM]
8	O=S(=O)(c1ccc(S(=O)(=O)N2CCCN(Cc3ccccc3)C2)cc1)N1CCCCCC1	2%	1%	1%	-41%[inhibitor][10 µM]
9	CCOC(=O)c1c(C)c(C(=O)NCc2cccs2)c(C)n1C	-7%	-12%	4%	-21%
10	Cn1nnnc1SCC(=O)NNC(=O)c1ccc(F)cc1	5%	9%	20%	-11%
11	O=C(Cn1cnc2ccccc21)c1ccc(Br)cc1	-7%	13%	-11%	10%[10 µM]
12	O=C(Oc1ccc(N2C(=O)CCC2=O)cc1)c1ccco1	-6%	-10%	0%	4%
13	CCN1CCN(c2cc(C)c3cc(NC(=S)N4CCC5(CC4)OCCO5)ccc3n2)CC1	1%	-7%	?	-24%
14	CCOC(=O)/C=C/C(=O)OCC(=O)Nc1ccc(OC)c(Cl)c1	1%	-5%	11%	-16%[10 µM]
15	CC1(C)CC(=O)C/C(=N\NC(=O)C2CC2c2ccccc2)C1 (centres undefined)	/	-5%	-27%	11%

#	HttQ103 aggreg	LMNA splice mod	CBFb-RUNX1 inh
1	-17%[9.22 µM]	/	3%
2	-23%	-6%	-4%
3	-4%	-3%	6%
4	5%	-7%	4%
5	?	?	9%
6	-1%	6%[46 µM]	-8%
7	-11%	-13%	0%
8	-3%	2%	0%
9	-12%	1%	-5%
10	-12%[9.22 µM]	/	0%
11	-8%[9.22 µM]	12%[46 µM]	7%
12	-4%	6%	10%
13	-3%	?	7%
14	6%	-9%	9%
15	18%	20%[46 µM]	10%

Remaining list, next part:
#	smiles	aGlu spleen mod	GAA inhib	GAA glycogen	HTT ATP protect
16	Cc1ccc(-c2nc(NCc3ccco3)n(S(C)(=O)=O)n2)cc1	3%	-2%	-8%	-7%
17	Cc1cc(Oc2ccc(=O)n(C)n2)nc(=S)[nH]1	4%	4%	6%	/
18	O=C(Nc1cccs1)NC1CCCC1	5%	-3%	-31%	13%[10 µM]
19	O=S1(=O)CCN=C2SC3=C(CCCC3)N21	-4%	?	0%	17%[10 µM]
20	CCOc1ccc(N(CC(=O)Nc2ccc3c(c2)OCCO3)S(=O)(=O)c2c(C)noc2C)cc1	0%	-7%[15.4 µM]	-6%	-11%
21	C(=C\c1ccccn1)/c1ccccn1	5%	/	2%	8%[10 µM]
22	Cc1nnc(SCc2nc3sc4c(c3c(=O)[nH]2)CCCC4)n(N)c1=O	2%	-5%	7%	-1%[10 µM]
23	CNC(=O)CN(C)S(=O)(=O)c1ccc(F)cc1	0%	1%	5%	-13%
24	O=C(ON=C1CCN(S(=O)(=O)c2ccccc2)CC1)c1ccc(Cl)cc1	0%	-13%	0%	-4%[10 µM]
25	C[C@H](c1ccccc1)N1C(=O)[C@H]2[C@@H]3[C@H](O)[C@H](O)CC(=O)[C@H]3CC[C@H]2C1=O	-5%[17.4 µM]	/	/	0%[10 µM]
26	CSc1ccccc1NC(=O)COC(=O)c1ccccc1O	-1%	2%	?	14%[10 µM]
27	CS(=O)(=O)Nc1ccc(Cc2ccc(NS(C)(=O)=O)cc2)cc1	-5%	-9%	1%	1%[10 µM]
28	Cc1[nH]c2ccccc2c1C(=O)NS(=O)(=O)Nc1ccc(F)cc1	/	0%	?	-35%[inhibitor]
29	Cc1ccc(NC(=O)NC2CCN(S(=O)(=O)c3ccc(F)cc3)CC2)cc1	-2%	-5%	-9%	-7%[10 µM]
30	CCCn1c(SC(C)C(=O)O)nc2ccccc21 (centres undefined)	2%	0%	9%	-3%

#	HttQ103 aggreg	LMNA splice mod	CBFb-RUNX1 inh
16	17%	-19%[46 µM]	6%
17	/	-19%[46 µM]	4%
18	13%	-2%	-10%
19	-15%	3%	-2%
20	-17%	-7%	-1%
21	12%[9.22 µM]	/	?
22	-5%[9.22 µM]	?	-2%
23	6%	-3%	0%
24	-6%	-2%	3%
25	/	/	4%[13.1 µM]
26	6%[9.22 µM]	?	12%
27	?	?	2%
28	-9%	32%[46 µM]	6%
29	-6%	-23%	-8%
30	13%	13%	3%

Exported as tab-separated lines: part of the list above
no.	Structure	aGlu spleen mod	GAA inhib	GAA glycogen	HTT ATP protect	HttQ103 aggreg	LMNA splice mod	CBFb-RUNX1 inh
28	Cc1[nH]c2ccccc2c1C(=O)NS(=O)(=O)Nc1ccc(F)cc1	/	0%	?	-35%[inhibitor]	-9%	32%[46 µM]	6%
29	Cc1ccc(NC(=O)NC2CCN(S(=O)(=O)c3ccc(F)cc3)CC2)cc1	-2%	-5%	-9%	-7%[10 µM]	-6%	-23%	-8%

The listing picks up, starting three compounds before the break.
#	smiles	aGlu spleen mod	GAA inhib	GAA glycogen	HTT ATP protect
28	Cc1[nH]c2ccccc2c1C(=O)NS(=O)(=O)Nc1ccc(F)cc1	/	0%	?	-35%[inhibitor]
29	Cc1ccc(NC(=O)NC2CCN(S(=O)(=O)c3ccc(F)cc3)CC2)cc1	-2%	-5%	-9%	-7%[10 µM]
30	CCCn1c(SC(C)C(=O)O)nc2ccccc21 (centres undefined)	2%	0%	9%	-3%
31	CSCCC(NS(=O)(=O)c1ccc2ccccc2c1)C(=O)OCC(=O)c1ccc(C(C)C)cc1 (centres undefined)	-1%	-12%	-14%	-32%[10 µM]
32	COc1cccc(Nc2ncc3ncc(=O)n(C)c3n2)c1	-9%	/	/	-5%
33	O=C(O)CSCCCC(=O)Nc1ccc(Br)cc1	4%	-3%	2%	1%
34	CN(C)C(=O)/C(C#N)=C\c1cc(Br)c(Sc2ccc(Cl)cc2)o1	1%	-3%	-7%	/
35	CC(C)Cc1ccc(S(=O)(=O)Nc2ccccn2)cc1	-9%	/	-3%	-6%[10 µM]
36	CCCCCCCCCCCC(=O)O[C@H](CC(=O)O)C[N+](C)(C)C	7%	/	/	6%
37	Cc1ccc2c(c1)cc1c(=O)[nH]ncn12	-9%	-10%	-5%	-30%
38	Cc1cccc(Oc2ccc(C(=O)NC3CCSC3=O)cn2)c1C (centres undefined)	5%	-2%	11%	4%
39	Cc1cc(=O)[nH]c(SCC(=O)C23CC4CC(CC(C4)C2)C3)c1C#N	-1%	4%	-4%	15%[10 µM]
40	COc1cc(SC)ccc1C(=O)OCC(=O)NC1CCCCC1	2%	0%	4%	1%[10 µM]
41	CC(=O)Nc1ccc(S(=O)(=O)N(c2cccnc2)S(=O)(=O)c2ccc(NC(C)=O)cc2)cc1	-6%	?	-2%	-1%[10 µM]
42	CCN(CC)CCNC(=O)CNC(=S)N(CCCN1CCOCC1)Cc1cccs1	2%	3%	11%	-19%
43	N#Cc1nc(COc2ccc(Cl)cc2)oc1NCc1ccc2c(c1)OCO2	-1%	-13%	-15%	-10%
44	Cc1ccc(-c2csc3ncn(CC(=O)N4CCOCC4)c(=O)c23)cc1C	0%	1%	-7%	-7%
45	O=c1c(Cl)c(Cl)cnn1Cc1nnc(-c2ccccc2Br)o1	5%	-3%	-6%	-199%[inhibitor]

#	HttQ103 aggreg	LMNA splice mod	CBFb-RUNX1 inh
28	-9%	32%[46 µM]	6%
29	-6%	-23%	-8%
30	13%	13%	3%
31	1%	?	-1%
32	/	-10%	/
33	15%	1%	2%
34	?	?	3%
35	-34%[9.22 µM]	/	5%
36	/	/	17%[21.7 µM]
37	-16%	?	-3%
38	3%	?	1%
39	?	?	1%
40	-4%	18%[46 µM]	12%
41	16%	-4%	1%
42	6%	?	12%
43	-8%[9.22 µM]	3%	-27%
44	9%[9.22 µM]	0%	4%
45	?	/	-3%

(cont.)
#	smiles	aGlu spleen mod	GAA inhib	GAA glycogen	HTT ATP protect
46	Cc1cc(Nc2ccc(Cl)cc2)n(-c2cccc(Cl)c2)n1	-2%	-3%	?	1%
47	O=C1[C@@H]2[C@H]3[C@H](O)[C@H](O)C/C(=N/OC[C@@H](O)COCc4ccco4)[C@@H]3CC[C@H]2C(=O)N1c1ccc(F)cc1F	-12%[17.4 µM]	/	/	-9%[10 µM]
48	Cc1ccc(Nc2ccccc2)nn1	-5%	/	10%	-24%[10 µM]
49	C=CCn1c(C2CCCCC2)n[nH]c1=S	-13%	5%	-17%	-19%[10 µM]
50	CC(CNC(=O)CCc1nnc(CCC2CCCCC2)o1)c1ccccc1 (centres undefined)	-11%	-2%	-11%	-11%
51	CC(C)Oc1cccc(C(=O)NC(=S)Nc2ccc(Cl)c(C(=O)O)c2)c1	-8%	0%	-1%	-5%
52	O=C(C1CCC(C(=O)N2CCCCC2)CC1)N1CCCCC1 (centres undefined)	3%	-8%	0%	0%[1.9 µM]
53	COc1ccc(/C=C2\CCC/C(=C\C=N\N(C)C)C2=O)cc1	/	-4%	-1%	?

#	HttQ103 aggreg	LMNA splice mod	CBFb-RUNX1 inh
46	-20%	?	8%
47	/	/	6%[13.1 µM]
48	-36%[9.22 µM]	/	2%
49	0%	-3%[46 µM]	8%
50	2%	/	13%
51	-2%	7%	4%
52	2%	7%	3%
53	-9%	/	?
